Assay outcomes: PubChem, National Center for Advancing Translational Sciences (NCATS)
Tau fluor counter – counter-screen for tau fibril formation inhibitors; AID 1463; hit rate 0.93% among 280,000; tau K18 P301L Alexa594 fluorescence, heparin fibrillization; Potency, µM (highest dose often 57.7 µM), inactives show at the highest dose activity change, negative = decrease; also: % is scaled to controls: 0 for no effect and ±100 for the full control effect; nearly all actives have a fitted effect of over 55% in size
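Human tau K18 P301L (15 uM unlabeled, 0.24 uM Alexa 594-labeled) in 100 mM sodium acetate pH 7 with 20 uM heparin, 6 hr at 37 C. ThT 30 uM added, 1 hr ambient; Alexa 594 FP and total fluorescence read at 555/632 nm.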
GLA spleen mod – inhibitors or activators of human alpha-galactosidase in spleen homogenate | P06280 | human spleen homogenate, 4MU-alpha-Gal fluorescence, 40 min | Potency, µM (doses to about 80 µM), without a hit: top-dose activity change, negative = inhibition, actives largely listed as inhibitors | hit rate 0.008% among 240,000 | AID 2107;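 also: 0% = enzyme with vehicle and -100% = no enzyme basal signal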
Target sequence (P06280 32-429 limits assumed): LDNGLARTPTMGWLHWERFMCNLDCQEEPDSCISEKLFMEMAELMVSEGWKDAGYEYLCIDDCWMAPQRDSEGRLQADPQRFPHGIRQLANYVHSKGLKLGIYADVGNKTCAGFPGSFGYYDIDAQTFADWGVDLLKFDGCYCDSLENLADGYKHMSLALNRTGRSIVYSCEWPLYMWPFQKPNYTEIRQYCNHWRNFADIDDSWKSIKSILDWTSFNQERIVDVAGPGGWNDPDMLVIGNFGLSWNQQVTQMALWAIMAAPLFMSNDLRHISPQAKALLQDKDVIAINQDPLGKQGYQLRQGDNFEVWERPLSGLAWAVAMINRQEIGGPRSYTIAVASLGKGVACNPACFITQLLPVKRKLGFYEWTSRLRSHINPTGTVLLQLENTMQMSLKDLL
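Fluorogenic readout (Ex 365/Em 440 nm) of 4-methylumbelliferone released from 1 mM 4-MU-alpha-galactoside by spleen homogenate, 40 min at 37C, pH 5.0. Data normalized to no-enzyme and enzyme controls; Hill-equation AC50 from compound titrations.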
HTT cytoprotect – cytoprotection in Huntington HTT-Q103 PC12 cell model. PC12 HTT-Q103 induced, cytoprotection, ATP luminescence, 40 h. hit rate 0.14% among 230,000. AID 1471. Potency, µM (doses to about 56.4 µM), for inactives: cytoprotection (ATP increase), most hits filed as activators;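 also: % of control where 0% means no effect; nearly all actives have a fitted effect of over 45% in size; toxic huntingtin expression switched on by the ecdysone agonist tebufenozide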
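Quantitative HTS on tebufenozide-induced (100 nM) PC12 cells expressing HTTQ103 exon 1–GFP; compounds tested as a concentration series; survival measured via cellular ATP.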
GAA glycogen mod – alters human alpha-glucosidase cleavage of glycogen; Potency, µM (top dose mostly 76.4 µM), for inactives: top-dose activity change, negative = inhibition, most hits filed as inhibitors; P10253; hit rate 0.38% among 300,000; recombinant GAA, glycogen substrate, Amplex Red glucose oxidase fluorescence; AID 2100;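 also: 0% = full enzyme reaction and -100% = no-enzyme basal signal; the screen sought inhibitors and activators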
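Recombinant human enzyme (4 nM); glycogen substrate; 37 C, 40 min, pH 5.0. Readout: coupled glucose oxidase/Amplex Red fluorescence.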
GAA inhib – blocks human lysosomal alpha-glucosidase | Potency, µM (doses to about 76.9 µM), inactives show top-dose activity change, negative = inhibition, most hits filed as inhibitors | purified human GAA, 4-MU-alpha-glucoside fluorescence | hit rate 0.005% among 200,000 | P10253 | AID 1466;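 also: plate controls were uninhibited enzyme wells for no effect and no-enzyme background for full effect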
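qHTS format, compound range up to 77 uM. Human lysosomal enzyme at 4 nM, 400 uM 4-MU glucoside substrate, pH 5.0, 20 min room temperature; fluorescence after alkaline stop gives activity normalized to controls.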
aGlu spleen mod – inhibitors or activators of human alpha-glucosidase in spleen homogenate | P10253 | human spleen homogenate, 4-MU-alpha-glucoside fluorescence | Potency, µM (series often up to 79.9 µM), for the others: at the top dose activity change, negative = inhibition, usual class: inhibitors | hit rate 0.006% among 240,000 | AID 2112;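 also: 0% = enzyme with vehicle and -100% = no enzyme basal signal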
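AC50 values come from Hill-equation fits of concentration-response data, normalized to no-enzyme and full-activity controls. Enzyme source: 1 ug human spleen homogenate; 1 mM fluorogenic 4-MU glucoside, pH 5.0 citrate buffer, 37 C, 40 min.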
Tau FP inhib – blocks human tau fibril formation measured by polarization. K18 P301L tau heparin fibrillization, Alexa594 FP, 6 h. Potency, µM (highest dose often 57.7 µM), without a hit: at the highest dose activity, negative = inhibition, most hits filed as inhibitors. hit rate 0.39% among 280,000. AID 1468; also: % is scaled to controls: 0 for no effect and ±100 for the full control effect; nearly all actives have a fitted effect of over 55% in size
Target sequence (P10636 561-689 P618L limits assumed): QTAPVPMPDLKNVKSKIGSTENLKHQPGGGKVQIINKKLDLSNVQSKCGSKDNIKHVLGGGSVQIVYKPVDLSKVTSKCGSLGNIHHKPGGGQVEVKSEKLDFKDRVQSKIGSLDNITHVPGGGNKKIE
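Steps: dispense K18 P301L tau (15 uM plus 0.24 uM Alexa 594 tracer, final) in pH 7 sodium acetate; add compound; add heparin (20 uM final); incubate 6 hr, 37 C; add ThT (30 uM final); after 1 hr ambient, read FP.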
Tau fibril ThT – blocks human tau fibril formation measured by thioflavin T | Potency, µM (highest dose often 57.4 µM), inactives show top-dose activity, negative = inhibition, hits mostly inhibitors | hit rate 2.1% among 270,000 | recombinant tau K18 P301L (four-repeat tau fragment), heparin-induced fibrillization, ThT fluorescence | P10636; also: % is scaled to controls: 0 for no effect and ±100 for the full control effect; nearly all actives have a fitted effect of over 55% in size
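Aggregation was driven by heparin (20 uM final) acting on recombinant tau […] bearing P301L in 100 mM sodium acetate pH 7; fibrils were detected with Thioflavin T.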
The depositor's hits bear a star; ? = inconclusive; · = not tested or not shown; [ ] = dose if it differs, or a comment. Calls follow the shape of the dose curve; as a rule, active = well fitted curve in the direction sought with a large enough effect; inconclusive = small, poorly fitted or top-dose-only effect, or another doubt; inactive = no such curve, though single readings can be large; an effect the other way counts as inactive or inconclusive. Potency is read from the fitted curve at half-maximal effect. Hits appear at their usual frequency; any-hit rate near 3.3%.

item	molecule	Tau fluor counter	GLA spleen mod	HTT cytoprotect	GAA glycogen mod	GAA inhib	aGlu spleen mod	Tau FP inhib	Tau fibril ThT
1	CCCOc1ccc(C(=O)NC(C)C(=O)O)cc1 (configuration not stated)	-2%	4%	4%	-10%	-10%	0%	-2%	-3%
2	Cc1ccc(C)c(-n2c(SCC(=O)Nc3nnc(C)s3)nnc2-c2ccoc2C)c1	-5%	8%	-14%	2%	-7%	3%	3%	-12%
3	COc1ccc(NC(=O)c2cc(C3CC3)nc3c2c(C)nn3-c2ccccc2)cc1OC	?	·	·	-1%[76.3 µM]	·	·	-4%	-7%
4	COc1ccc2[nH]c(=O)c(CN(Cc3ccccc3OC)Cc3nnnn3CC3CCCO3)cc2c1 (configuration not stated)	-9%	24%	-32%[inhibitor][10 µM]	7%	-7%	-3%	4%	-6%
5	Cc1ccc(NC(=O)c2sc(Cl)nc2-c2ccccc2)cc1C	-12%	4%	-13%	4%	-1%	5%	-7%	-2%
6	CCOc1ccc(OCC)c(NC(=O)CSc2nc3cccnc3n2C)c1	-17%	8%	·	8%	-8%	3%	4%	-9%
7	COc1ccc(S(=O)(=O)Cc2ccc(C(=O)N3CCN(Cc4ccccc4)CC3)o2)cc1	3%	4%	-8%	2%	-5%	-10%	1%	-6%
8	COc1ccc2c(CC(=O)OCC(=O)NC(=O)c3cccn3C)coc2c1	-14%	9%	-13%	4%	0%	2%	0%	?
9	CCOc1ccc(-n2c(SCC(=O)Nc3ccccc3CC)nc3n[nH]c(C)c3c2=N)cc1	?	-3%	30%	-3%	3%	-6%	-1%	?
10	CC1(C)CC(=O)C2=C(C1)Nc1ccccc1NC2c1nc2ccccc2[nH]1 (configuration not stated)	8%	-6%	-8%	1%	-17%[15.4 µM]	-9%	13%	9%
11	O=C(Nc1ccc(OC(F)F)cc1)c1ccccn1	-7%	0%	-13%	-2%	4%	6%	6%	-7%
12	CCCc1cc(=O)[nH]c(SCC(=O)NC(=O)c2ccccc2)n1	-1%	-3%	-11%	15%	0%	2%	3%	-10%
13	O=C(C1CCCN(S(=O)(=O)Cc2ccccc2)C1)N1CCc2ccccc21 (configuration not stated)	-10%	4%	-1%	4%	-9%	9%	?	-7%
14	CC1(c2nnc(-c3ccncc3)o2)CC(c2ccc(F)cc2)=NO1 (configuration not stated)	12%	0%	-14%[10 µM]	3%	·	3%	4%	2%
15	CC1(C)CC2(CCO1)N1CC3(C)CN2CC(C)(C1)C3O (configuration not stated)	6%	12%	-12%	6%	0%	5%	-3%	4%
16	COc1ccc(OC)c2sc(N(CCN(C)C)C(=O)c3cc(Cl)sc3Cl)nc12	-19%	4%	-25%	0%	-11%	4%	-5%	-7%
17	COC(=O)c1ccccc1OCCOc1ccccc1C(=O)OC	-4%	4%	3%	2%	-2%	-11%	0%	-9%
18	CNC(=O)Nc1cccc(-c2ccnc(C)n2)c1	-7%	6%	9%[10 µM]	1%	·	3%	-4%	-4%
19	Cc1oc(C(C)(C)C)cc1C(N)=O	2%	-17%	-12%[10 µM]	6%	-6%	4%	1%	1%
20	CCOc1cc(/C=N\NC(=O)OC(C)(C)C)ccc1OC(=O)c1ccco1	-10%	-3%	-91%[inhibitor]	-2%	-11%	3%	3%	-12%

Gathered by group: those above containing two or more sulfur atoms.
item	molecule	Tau fluor counter	GLA spleen mod	HTT cytoprotect	GAA glycogen mod	GAA inhib	aGlu spleen mod	Tau FP inhib	Tau fibril ThT
2	Cc1ccc(C)c(-n2c(SCC(=O)Nc3nnc(C)s3)nnc2-c2ccoc2C)c1	-5%	8%	-14%	2%	-7%	3%	3%	-12%
16	COc1ccc(OC)c2sc(N(CCN(C)C)C(=O)c3cc(Cl)sc3Cl)nc12	-19%	4%	-25%	0%	-11%	4%	-5%	-7%

Additional results follow:
item	molecule	Tau fluor counter	GLA spleen mod	HTT cytoprotect	GAA glycogen mod	GAA inhib	aGlu spleen mod	Tau FP inhib	Tau fibril ThT
21	CC(C)c1[nH]nc2c1C(c1cccnc1)C(C#N)=C(N)O2 (configuration not stated)	6%	3%	7%	9%	-7%	8%	-1%	1%
22	O=C(CCc1ccccc1)NC(=S)Nc1cccc(Br)c1	?	3%	23%[10 µM]	-3%	2%	6%	-12%	-17%
23	CCN(C(=O)c1ccc(NC(C)=O)cc1)c1ccccc1	-2%	-4%	7%	0%	3%	1%	-3%	-9%
24	Cc1nn(Cc2ccccc2)c(C)c1N	-3%	-3%	·	4%	-12%	-2%	3%	-3%
25	Cc1ccc(S(=O)(=O)NCCCCCC(=O)Nc2ccccc2)cc1	-3%	0%	·	-2%	-7%	0%	4%	5%
26	NC(=O)c1c(NC(=O)c2noc3c2CCCC3)sc2c1CCCC2	-26%	·	·	9%[76.3 µM]	·	·	?	28µM*
27	CCOC(=O)Cc1c(C)[nH]n(-c2ccccc2)c1=O	0%	-8%	3%[10 µM]	?	0%	0%	1%	-2%
28	OCCNc1nc2nonc2nc1NCCO	7%	-8%	-18%	10%	-5%	2%	-1%	3%
29	COc1ccc(C(=O)COc2cccc(NC(=O)c3ccco3)c2)cc1	-20%	1%	4%[1.9 µM]	-9%	?	-5%	-3%	?
30	NCCCC[C@H]1CNC(=S)N1CC1CCCCC1	2%	-1%	4%[10 µM]	8%	·	0%	0%	-6%
31	CCN1CCN(C(=O)c2cn(CCOC)c(=O)c3c2c2ccccc2n3C)CC1	-2%	?	1%[10 µM]	-1%	?	15%	0%	1%
32	O=C(Cc1coc2ccc3ccccc3c12)Nc1nnc(C2CC2)s1	-7%	12%	-24%	4%	-5%	12%	-2%	-16%
33	COc1ccc2cc(C(=O)Nc3ccc(S(N)(=O)=O)cc3)sc(=O)c2c1OC	-12%	-2%	18%[10 µM]	4%	?	-20%	?	-9%
34	CCN(CC)S(=O)(=O)c1ccc(C)c(NC(=S)NC2CCCCC2)c1	-11%	-6%	10%[10 µM]	2%	·	1%	-5%	2%
35	CC(=O)Cc1nsc(NC(=O)c2ccc(-c3ccc(Cl)c(C(F)(F)F)c3)o2)n1	-13%	6%	-15%	-2%	-1%	-4%	1%	-9%
36	COc1ccccc1C(c1nnnn1C1CCCC1)N1CCN2CCCC2C1 (configuration not stated)	4%	-7%	11%[10 µM]	-16%	7%	1%	0%	-5%
37	Cc1ccccc1NC(=O)Cn1nc(C(F)(F)F)cc1C1CC1	0%	5%	12%	1%	-4%	-2%	2%	-10%
38	COCCN1C(=O)c2oc3ccc(C)cc3c(=O)c2C1c1ccc(C(=O)OC)cc1 (configuration not stated)	1%	·	·	9%[76.3 µM]	·	·	-15%	1%
39	CCOCCCNC(=O)C1CCN(S(=O)(=O)N2CCCCC2)CC1	-8%	-15%	12%	-5%	-1%	-4%	-6%	-6%
40	COc1ccccc1CNS(=O)(=O)c1ccc2c(c1)CC(=O)N2C	4%	·	·	11%[76.3 µM]	·	·	-1%	3%
41	COc1cc(/C=C(\C#N)c2ccccn2)ccc1OCC(=O)Nc1c(Cl)cccc1Cl	5%	11%	?	1%	5%	2%	-11%	-11%
42	Cc1ccc(C2CC(=O)N(Cc3ccc(F)cc3)c3c2c(C)nn3-c2nc(C)cc(C)n2)cc1 (configuration not stated)	-10%	·	·	10%[76.3 µM]	·	·	5%	-12%
43	CCOC(=O)C1CCN(C(=O)C(=O)N2CCC(C(=O)OCC)CC2)CC1	2%	3%	-4%	4%	-8%	3%	1%	4%
44	CCn1cc(CN2CCN(Cc3ccsc3)C(CCO)C2)cn1 (configuration not stated)	-6%	-2%	4%[10 µM]	7%	8%	-1%	0%	-3%
45	Cc1nn(C)c(C(=O)NNC(=O)Nc2cccc(C(F)(F)F)c2)c1Cl	-13%	-2%	-20%	19%	10%	3%	-5%	-10%
46	CCn1c(SCc2nc3ccccc3c(=O)[nH]2)nnc1C(C)NC(=O)c1ccccc1 (configuration not stated)	-5%	0%	-17%	0%	1%	-5%	0%	-7%
47	CS(=O)(=O)c1ccc2nc(NC(=O)c3ccc(N4C(=O)CCC4=O)cc3)sc2c1	-10%	9%	-8%[10 µM]	1%	·	-1%	-5%	-6%
48	CN(c1ccccc1)S(=O)(=O)c1cccc(NC(=O)Cn2cnc3ccccc3c2=O)c1	?	-1%	-12%	2%	-4%	-1%	?	-8%
49	Cc1ccc(S(=O)(=O)N2CCN=C2c2ccccc2)cc1C	-1%	-4%	-1%[10 µM]	0%	-3%	-7%	0%	0%
50	CN1CCN(C(=O)c2cc3nc(-c4ccc(F)cc4)cc(C(F)(F)F)n3n2)CC1	1%	4%	7%	-7%	-1%	3%	3%	-3%
51	CN1C(=S)SC(N2OC3C(=O)N(c4ccccc4)C(=O)C3C2c2ccccc2)C1(C)C (configuration not stated)	4%	4%	-17%[10 µM]	9%	5%	-3%	8%	2%
52	Cc1ccc(C2C(C#N)=C3N=C(N)c4ccccc4N3C3=C2C(=O)CCC3)cc1 (configuration not stated)	-29%	0%	4%[10 µM]	-7%	·	-2%	10%	·
53	CC(=O)Nc1ccc(NC(=O)CCc2nc3ccccc3c(=O)[nH]2)cc1	-5%	3%	21%[10 µM]	11%	·	8%	-8%	-1%
54	Cc1ccc(NC(=O)c2ccc(OC(F)(F)F)cc2)cc1S(=O)(=O)N(C)C	-28%	9%	9%[1.9 µM]	-9%	-12%	3%	-27%	-7%
55	Cc1ccc2cc(C(c3nnnn3C3CCCC3)N(Cc3ccco3)Cc3cccs3)c(=O)[nH]c2c1 (configuration not stated)	-11%	-1%	0%	-3%	-8%	-5%	-3%	?
56	CCN(CC)S(=O)(=O)c1ccc(Cl)c(NC(C)=O)c1	-2%	-2%	-35%[inhibitor][1.9 µM]	-16%	5%	5%	1%	-2%
57	CCC(Sc1nncn1C)C(=O)Nc1nnc(-c2ccc(Cl)cc2)s1 (configuration not stated)	-6%	3%	-19%	2%	-3%	-3%	-8%	-4%
58	CC(=O)/C(N=Nc1cc2c(cc1[N+](=O)[O-])OCCO2)=C(\C)O	-3%	1%	3%	7%	9%	-1%	7%	-7%
